Assay outcomes (PubChem)
Myeloid diff MLP = myeloid differentiation induction; ER-HoxA9 myeloid progenitors, lysozyme-GFP differentiation, flow cytometry; calls only at 10 µM; 360,000 tested, 1% active; AID 624256;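 active = normalized GFP-positive differentiation at or above the plate's own cutoff, the solvent-only control mean plus 3 SD; inconclusive = no clear call, values can overlap the other calls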;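 note: cells exposed to compound for four days before flow analysis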
AID2073 = disruptors of CaV2.2 binding to Mint1 – biochemical, HTRF (AID 2073) | inhibition, % at 20 µM; hits with a dose series show IC50 in µM | HTRF protein-protein interaction, Mint1-CaV2.2; higher % means a stronger effect | 290,000 tested, 0.19% active; in the data active = inhibition mostly above about 51%, no sharp cut-off; inconclusive = no clear call, values can overlap the other calls; inactive = mostly below about 53%; note: some results filed as inactive read as strong as hits
Hep lipid drop = modulators of hepatic lipid droplet formation | inhibition, % at 6.5 µM | AML12 mouse hepatocytes, oleate lipid droplets, BODIPY imaging | 240,000 tested, 0.4% active | AID 1656;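 active = lipid droplet intensity inhibited by at least 50%, with more than 500 cells counted; inconclusive = wells with under 300 cells, treated as cytotoxic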
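material = mouse AML12 hepatocyte cell line, fixed after treatment | also added = 100 µM oleic acid challenge | doses = compound at 6.5 µM only | schedule = overnight exposure | technique = Image-based BODIPY and DAPI two-channel analysis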
Siah-1 displacement = blockers of Siah-1 interaction with plectin peptide – biochemical, fluorescence polarization, rhodamine-plectin, uHTS, primary screen (AID 1817); Siah-1 / rhodamine-plectin peptide fluorescence polarization; higher % means a stronger effect; displacement, % at 20 µM; hits with a dose series show IC50 in µM; 290,000 tested, 0.02% active;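 active = displacement of at least 50% at 20 µM, with a fluorescence ratio check between 0.3 and a set limit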;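 note: plate controls were Siah plus tracer with DMSO for no effect and tracer alone without Siah for full effect; strong numbers were not always called active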
HEK293 NOD2/NF-kB = NOD2 signaling inhibitors, cell-based, luminescence, uHTS, HEK293 (AID 1566) | HEK293 NOD2/NF-kB luciferase reporter, luminescence; higher % means a stronger effect | one-dose inhibition, % at 4 µM; EC50 in µM for titrated hits | 290,000 tested, 0.63% active; note: many of its hits are not listed in these tables
HIV peptide binding = cell-free HIV fusion peptide-binding blockers – biochemical, uHTS, fluorescence dequenching, primary screen (AID 1986). cell-free peptide binding, fluorescence dequenching, 30 min; higher % means a stronger effect. inhibition, % at 20 µM; hits with a dose series show IC50 in µM. 290,000 tested, 0.3% active; in the data active = inhibition mostly above about 52%, no sharp cut-off; inactive = mostly below about 76%; note: some results filed as inactive read as strong as hits
LYP phosphatase = inhibitors of LYP phosphatase, biochemical, fluorescence intensity, uHTS (AID 1779); recombinant LYP phosphatase, fluorescence intensity; higher % means a stronger effect; inhibition, % at 11.5 µM; hits with a dose series show IC50 in µM; 290,000 tested, 0.054% active;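 note: plate controls were vehicle with enzyme for no effect and no enzyme for full effect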
NS5 inhibitors = Dengue-2 NS5 methyltransferase inhibitors, primary screen, biochemical, confirmation dose response (AID 588689) | Dengue-2 NS5 methyltransferase capping enzyme assay, biochemical; higher % means a stronger effect | inhibition, % at 25 µM, or IC50 in µM where a hit was titrated | 340,000 tested, 0.3% active; in the data active = a potency from the dose series; inconclusive = inhibition above about 29% without an active follow-up result
XIAP antagonists = small molecules displacing peptide from XIAP – biochemical, IAP family, fluorescence polarization (AID 1018). displacement, % at 20 µM; hits with a dose series show IC50 in µM. XIAP BIR domain, fluorescence polarization peptide displacement; higher % means a stronger effect. 200,000 tested, 0.007% active; in the data active = displacement above about 50%; note: a part of the inactive calls stands beside numbers as strong as those of hits
Hep lipid drop cells 6.5 µM = further read-out of Hep lipid drop, marked with its call; cell count; measured here: cell count, cytotoxicity flag;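 cells counted across two imaged fields per well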
NS5 inhibitors pilot replicate = further read-out of NS5 inhibitors, marked with its call; inhibition, %; measured here: pilot screen replicate inhibition
Myeloid diff MLP GFP+ MAC1+ % = recorded beside Myeloid diff MLP, whose call it bears; GFP+ MAC1+ double positive, %; measured here: differentiation confirmed by MAC1 staining
* marks the source's active call; other numbers are inactive results; i = inactive; ? = inconclusive; . = not tested or not shown; + = active, no number. Cut-off read from the data, not from the text of the source, unless noted: active = inhibition above about 50%; inactive = the rest. These rows are one share of the data (hit frequency here may not be typical).

SMILES	Myeloid diff MLP	Myeloid diff MLP GFP+ MAC1+ %	AID2073	Hep lipid drop	Hep lipid drop cells 6.5 µM	Siah-1 displacement	HEK293 NOD2/NF-kB	HIV peptide binding	LYP phosphatase	NS5 inhibitors	XIAP antagonists	others
COc1ccccc1C(=O)C1Nc2ccccc2-c2nnc(SC)nc2O1 (configuration not stated)	i	0.6	0.2%	-66.1	690	5.5%	1.3%	3.5%	1.4%	11.0%	0.5%	NS5 inhibitors pilot replicate=0.3
Cc1ccc(C(=O)NC(=S)Nc2c(C)ccc3nsnc23)cc1	i	0.2	-28.0%	-0.9	601	-0.7%	1.3%	-3.1%	5.9%	-0.6%	-16.1%
Cc1cccc(-c2nsc(SCC(=O)c3ccc(Cl)cc3)n2)c1	i	0.5	-0.5%	-25.4	652	-0.5%	-10.5%	3.3%	-6.1%	-3.7%	-8.2%
Cc1cc(NC(=O)c2ccccc2)ncc1NC(=O)c1cccs1	i	0.5	-8.4%	0.2	724	-6.0%	-23.4%	-1.1%	-1.7%	-4.5%	5.4%
Cc1ccc(CC(SCc2ccccc2)C(=O)O)cc1C (configuration not stated)	i	0.8	2.8%	7.6	799	4.2%	-8.9%	3.9%	-0.5%	-4.2%	.
C/C(=N\NC(=S)Nc1ccccc1C)c1ccc(O)cc1	i	0.5	29.5%	0.3	669	0.3%	-32.2%	-0.9%	6.2%	-3.8%	2.5%
Cc1cc(OCC(=O)O/N=C(\N)c2ccccc2)cc(C)c1Cl	i	5.1	-6.9%	.	.	0.1%	12.6%	-1.5%	-8.1%	-4.2%	-3.5%
COc1ccc(CCNC(=O)CCc2nc3ccccc3[nH]2)cc1OC	i	0.4	-5.1%	6.3	716	-4.2%	0.1%	0.2%	-6.7%	-5.8%	-3.5%
Cc1cccc(C(=O)N2CCN(CCNC(=O)C(=O)Nc3ccc(F)cc3)CC2)c1	i	0.4	12.9%	?	.	-5.9%	19.5%	1.4%	-12.3%	-0.8%	.
O=C(CN(Cc1ccccc1)S(=O)(=O)c1ccc(S(=O)(=O)N2CCOCC2)cc1)Nc1ccccc1	i	1.2	7.0%	-7.5	641	14.6%	8.8%	-0.4%	-6.6%	-0.6%	-7.9%
CN1C(=O)Cc2cc(S(=O)(=O)N3CCN(c4cccc(Cl)c4)CC3)ccc21	i	3.6	7.6%	-0.7	663	-6.2%	10.8%	-0.3%	-3.8%	0.9%	.
COc1ccc(NC(=O)CSc2ccccc2)c([N+](=O)[O-])c1	i	0.2	-21.6%	-2.6	720	-10.1%	-64.4%	0.5%	-3.7%	7.5%	-2.5%
CCCCCOc1ccc(NC(=O)C(=O)NCCC2=CCCCC2)cc1	i	3.6	-3.1%	.	.	-3.4%	1.1%	-1.6%	-0.6%	-1.4%	-27.9%
O=C(c1cccc(Cl)c1)C1CCCN(Cc2ccc(N3CCNC3=O)cc2)C1 (configuration not stated)	i	0.5	-17.2%	0.2	711	11.7%	5.3%	0.8%	-2.1%	-2.4%	0.6%
O=C1c2c(O)cc(O)cc2O[C@@]12c1c(cc(O)c3c1O[C@H](c1ccc(O)cc1)[C@@H](O)C3)O[C@@H]2c1ccc(O)cc1	i	0.9	8.4%	-1.7	729	-4.8%	6.5%	28.9%	32.5%	0.0%	-8.9%
COc1ccc(/C(N)=N/OC(=O)Cc2cccs2)cc1	i	0.1	-3.2%	-28.3	528	-0.7%	-50.3%	1.4%	-4.9%	1.9%	-4.6%
O=C(NC(=S)Nc1ccccc1)C1CCCCC1	i	2.0	-7.8%	2.5	666	-4.1%	-5.9%	0.0%	-1.1%	-3.2%	.
CCc1ccc(NC(=O)C(=O)N/N=C(\C)CC(=O)Nc2ccccn2)cc1	i	1.8	-5.4%	-1.2	535	3.4%	8.5%	-0.2%	-5.2%	-3.9%	-1.1%
CCC(=O)Nc1ccc(S(=O)(=O)N2CCN(c3ccc(F)cc3)CC2)cc1	i	5.3	10.3%	.	.	-2.0%	17.7%	1.0%	-5.2%	-2.8%	1.1%
O=C(O)c1ccc(N/N=C/c2ccnc3ccccc23)cc1	i	0.3	6.6%	-1.0	691	-7.1%	-95.8%	0.7%	-0.4%	-16.7%	.
Cc1ccc(Nc2n[nH]c(C)c2[N+](=O)[O-])c(C)c1	i	0.5	5.1%	3.1	773	-2.3%	-43.2%	0.2%	4.6%	-8.0%	-3.9%
O=C(N/N=C\c1ccc2c(c1)OCO2)c1ccco1	i	0.0	2.4%	-2.5	621	4.2%	-61.8%	-2.0%	4.8%	0.6%	-4.3%
CCOC(=O)CCn1cc(F)c(=O)n(Cc2ccccc2)c1=O	i	0.4	-6.1%	-13.9	721	1.6%	14.7%	-1.8%	-4.5%	1.2%	-4.1%	NS5 inhibitors pilot replicate=1.5
CCOC(=O)/C(=N\O)C1=NC(C)(C)Cc2ccccc21	i	0.2	0.5%	-9.1	685	-0.4%	7.2%	2.0%	-7.0%	4.5%	-3.5%
CC(C)c1nc2sc3ccccc3c(=O)c2c(=O)n1Cc1ccccc1	i	0.8	1.9%	-6.0	717	3.9%	10.9%	-1.0%	7.3%	-7.0%	.
Cc1nc(NC(=O)COC(=O)C(NC(=O)c2ccco2)C(C)C)c(Cl)cc1Cl (configuration not stated)	i	0.5	2.3%	-16.2	657	2.3%	-4.4%	5.5%	-3.2%	-9.6%	-7.9%
Cc1cccc2[nH]c(CN(C)C(=O)CC3C(=O)NCCN3CC(C)(C)C)nc12 (configuration not stated)	i	0.3	21.1%	14.0	677	1.7%	3.6%	1.2%	-7.1%	-3.9%	-1.6%
CN1CCN(c2ccc(NC(=O)c3ccc(C(F)(F)F)cc3)cn2)CC1	i	0.3	-2.6%	5.0	689	2.3%	32.5%	4.0%	-3.5%	-2.2%	-5.6%
COc1ccc([N+](=O)[O-])cc1NC(=O)c1cn(-c2ccc(Cl)cc2)c(=O)c2ccccc12	i	0.3	-31.2%	1.2	642	-1.4%	23.6%	0.6%	-2.5%	1.5%	-0.7%
Cc1sc2nc(SCC(=O)NCCO)n(-c3ccccc3)c(=O)c2c1C	i	0.6	6.2%	-9.1	721	0.2%	21.2%	0.5%	-0.8%	-11.1%	-3.5%
CC12CCC(=O)N1C(C(=O)NCCc1ccccc1)CS2 (configuration not stated)	i	0.5	4.8%	-1.8	669	4.3%	0.5%	-1.1%	-5.6%	-0.7%	.
CCCc1cc2c(=O)c(-c3ccccn3)c(C)oc2cc1O	i	3.7	12.6%	.	.	-1.6%	-3.9%	2.2%	-8.0%	-2.8%	-3.2%
O=C(O)Cc1coc2ccc3ccccc3c12	i	0.2	21.4%	25.4	674	1.2%	12.2%	4.3%	-6.6%	3.0%	-6.3%
CCOc1ccc(NC(=O)C2CC(=O)N(C(C)C)C2)cc1 (configuration not stated)	i	1.2	-0.8%	24.9	751	5.7%	-2.2%	-2.3%	0.3%	-5.6%	-1.6%
O=C(O)CC1(CC(=O)NCc2ccncc2)CCCCC1	i	0.8	-11.2%	-3.8	740	1.3%	4.1%	-1.1%	-6.9%	1.6%	.
COc1ccccc1C(=O)N/C(=C\c1cn(C)c2ccccc12)C(=O)N1CCCC1	i	1.4	11.5%	-22.9	672	9.4%	20.1%	0.9%	-9.0%	-6.3%	.
Cc1ccc(C(=O)Nc2ccc(Cl)cn2)cc1S(=O)(=O)N1CCOCC1	i	0.5	-3.0%	-2.0	806	2.4%	-13.4%	-0.7%	4.0%	6.4%	-3.1%
Cc1nc(N)sc1-c1csc(N(C)c2ccc(O)cc2)n1	i	0.6	12.5%	.	.	7.4%	-24.0%	1.4%	-6.2%	-12.8%	-0.3%
COc1cc(C(=S)N2CCOCC2)cc(OC)c1OC(=O)c1ccccc1[N+](=O)[O-]	i	0.3	-2.3%	56.4*	793*	-3.0%	9.7%	-0.7%	-9.5%	.	.
Cc1ccc(N2C(=O)c3ccccc3C2C(=O)c2ccc(C)c(C)c2O)cc1 (configuration not stated)	i	0.3	-17.4%	-2.7	724	-2.9%	-6.4%	-2.6%	-0.3%	6.2%	.
CCc1ccc(CN2CCC(n3nccc3NC(=O)c3cccc(F)c3)CC2)cc1	+	1.6*	9.0%	0.0	773	2.7%	9.9%	-1.2%	-7.1%	-0.6%	.
COc1cc(C2c3c(oc4ccccc4c3=O)C(=O)N2Cc2ccco2)ccc1O (configuration not stated)	i	1.2	-8.9%	.	.	3.7%	4.5%	-2.0%	-7.5%	4.3%	-5.8%
COc1ccc(-c2noc(-c3ccc(Cl)cc3)n2)cc1	.	.	-0.1%	-5.2	501	3.5%	-43.6%	-1.2%	-2.1%	.	-3.2%
Cn1c2ccccc2c2ncn(CCCN3CCOCC3)c(=O)c21	i	0.7	3.7%	19.1	727	-0.5%	4.7%	-1.8%	-6.9%	-7.4%	0.7%

Ordered by molecular weight (smallest number first): part of the list above
SMILES	Myeloid diff MLP	Myeloid diff MLP GFP+ MAC1+ %	AID2073	Hep lipid drop	Hep lipid drop cells 6.5 µM	Siah-1 displacement	HEK293 NOD2/NF-kB	HIV peptide binding	LYP phosphatase	NS5 inhibitors	XIAP antagonists	others
COc1ccc(-c2noc(-c3ccc(Cl)cc3)n2)cc1	.	.	-0.1%	-5.2	501	3.5%	-43.6%	-1.2%	-2.1%	.	-3.2%
Cc1nc(N)sc1-c1csc(N(C)c2ccc(O)cc2)n1	i	0.6	12.5%	.	.	7.4%	-24.0%	1.4%	-6.2%	-12.8%	-0.3%
Cc1ccc(N2C(=O)c3ccccc3C2C(=O)c2ccc(C)c(C)c2O)cc1 (configuration not stated)	i	0.3	-17.4%	-2.7	724	-2.9%	-6.4%	-2.6%	-0.3%	6.2%	.
COc1ccccc1C(=O)N/C(=C\c1cn(C)c2ccccc12)C(=O)N1CCCC1	i	1.4	11.5%	-22.9	672	9.4%	20.1%	0.9%	-9.0%	-6.3%	.
CCc1ccc(CN2CCC(n3nccc3NC(=O)c3cccc(F)c3)CC2)cc1	+	1.6*	9.0%	0.0	773	2.7%	9.9%	-1.2%	-7.1%	-0.6%	.
COc1cc(C(=S)N2CCOCC2)cc(OC)c1OC(=O)c1ccccc1[N+](=O)[O-]	i	0.3	-2.3%	56.4*	793*	-3.0%	9.7%	-0.7%	-9.5%	.	.
